Screening data as filed in PubChem BioAssay.
Tau fluor cs – counter-screen for tau fibril formation inhibitors. Potency, µM (highest dose often 57.7 µM), inactives show at the top dose activity change, negative = decrease. actives 0.93% (n = 280,000). tau K18 P301L Alexa594 fluorescence, heparin fibrillization; also: % is scaled to controls: 0 for no effect and ±100 for the full control effect; nearly all actives have a fitted effect of over 55% in size
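Human tau K18 P301L (15 uM unlabeled, 0.24 uM Alexa 594-labeled) in 100 mM sodium acetate pH 7 with 20 uM heparin, 6 hr at 37 C. ThT 30 uM added, 1 hr ambient; Alexa 594 FP and total fluorescence read at 555/632 nm.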
GLA spleen mod – inhibits or activates alpha-galactosidase in human spleen homogenate; P06280; actives 0.008% (n = 240,000); human spleen homogenate, 4MU-alpha-Gal fluorescence, 40 min; Potency, µM (top dose mostly 80 µM), for the others: top-dose activity change, negative = inhibition, actives largely listed as inhibitors;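 also: 0% = enzyme with vehicle and -100% = no enzyme basal signal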
Target sequence (P06280 32-429 limits assumed): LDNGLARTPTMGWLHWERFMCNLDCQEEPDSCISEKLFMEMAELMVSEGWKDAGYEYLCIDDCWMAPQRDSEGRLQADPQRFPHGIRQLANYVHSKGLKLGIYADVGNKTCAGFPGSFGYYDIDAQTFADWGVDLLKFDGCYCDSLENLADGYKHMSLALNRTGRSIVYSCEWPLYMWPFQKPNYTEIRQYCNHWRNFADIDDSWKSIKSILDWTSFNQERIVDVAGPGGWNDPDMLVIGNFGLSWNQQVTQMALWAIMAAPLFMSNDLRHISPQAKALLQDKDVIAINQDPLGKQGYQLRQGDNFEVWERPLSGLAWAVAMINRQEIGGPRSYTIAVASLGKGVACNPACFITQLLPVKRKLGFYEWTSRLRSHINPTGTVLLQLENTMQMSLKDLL
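Spleen homogenate 1 ug + cpd (titration) + 4-MU-alpha-D-galactopyranoside 1 mM; 37C 40 min; 50 mM citrate/phosphate pH 5.0, 0.01% Tween-20; stop pH 10; fluorescence 365/440; AC50 via Hill.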
HTT cytoprotect – cytoprotection in Huntington HTT-Q103 PC12 cell model. PC12 HTT-Q103 induced, cytoprotection, ATP luminescence, 40 h. Potency, µM (series often up to 56.4 µM), for the others: cytoprotection (ATP increase), actives largely listed as activators. actives 0.14% (n = 230,000);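 also: % of control where 0% means no effect; nearly all actives have a fitted effect of over 45% in size; toxic huntingtin expression switched on by the ecdysone agonist tebufenozide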
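Rat PC12, Q103 Htt exon1-GFP fusion, ecdysone promoter; tebufenozide inducer 100 nM final; compound titration; qHTS, 1500 cells/well; ATPlite luminescent read.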
GAA spleen mod – lysosomal alpha-glucosidase (human) modulation. Potency, µM (series often up to 79.9 µM), for inactives: at the top dose activity change, negative = inhibition, most hits filed as inhibitors. human spleen homogenate, 4-MU-alpha-glucoside fluorescence. P10253. actives 0.006% (n = 240,000). AID 2112;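 also: 0% = enzyme with vehicle and -100% = no enzyme basal signal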
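AC50 values come from Hill-equation fits of concentration-response data, normalized to no-enzyme and full-activity controls. Enzyme source: 1 ug human spleen homogenate; 1 mM fluorogenic 4-MU glucoside, pH 5.0 citrate buffer, 37 C, 40 min.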
Tau FP inhib – tau fibrillization inhibition (FP). P10636. K18 P301L tau heparin fibrillization, Alexa594 FP, 6 h. Potency, µM (titrated, usually from 57.7 µM), inactives show top-dose activity, negative = inhibition, hits mostly inhibitors. actives 0.39% (n = 280,000). AID 1468; also: % is scaled to controls: 0 for no effect and ±100 for the full control effect; nearly all actives have a fitted effect of over 55% in size
Target sequence (P10636 561-689 P618L limits assumed): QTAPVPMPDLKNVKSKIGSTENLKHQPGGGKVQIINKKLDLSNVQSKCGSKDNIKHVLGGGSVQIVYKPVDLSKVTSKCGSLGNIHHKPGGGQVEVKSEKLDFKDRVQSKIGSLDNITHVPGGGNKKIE
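Recombinant K18 P301L […], labeled with Alexa 594 at 0.24 uM over 15 uM unlabeled; heparin inducer 20 uM final; 37 C, 6 hr; FP endpoint.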
GAA glycogen – alters human alpha-glucosidase cleavage of glycogen; Potency, µM (top dose mostly 76.4 µM), for inactives: at the highest dose activity change, negative = inhibition, actives largely listed as inhibitors; actives 0.38% (n = 300,000); recombinant GAA, glycogen substrate, Amplex Red glucose oxidase fluorescence; AID 2100;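 also: 0% = full enzyme reaction and -100% = no-enzyme basal signal; the screen sought inhibitors and activators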
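Recombinant human alpha-glucosidase (4 nM final) hydrolysed bovine liver glycogen (30 ug) for 40 min at 37 C in pH 5.0 citrate/phosphate with 0.01% Tween-20. Released glucose detected by glucose oxidase/Amplex Red, Ex 573/Em 610 nm. Compounds up to 77 uM; AC50 from Hill fits.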
Tau fibril ThT – inhibitors of human tau fibril formation, thioflavin T binding. actives 2.1% (n = 270,000). Potency, µM (series often up to 57.4 µM), for the others: top-dose activity, negative = inhibition, hits mostly inhibitors. P10636. recombinant tau K18 P301L (four-repeat tau fragment), heparin-induced fibrillization, ThT fluorescence; also: % is scaled to controls: 0 for no effect and ±100 for the full control effect; nearly all actives have a fitted effect of over 55% in size
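Aggregation was driven by heparin (20 uM final) acting on recombinant tau […] bearing P301L in 100 mM sodium acetate pH 7; fibrils were detected with Thioflavin T.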
GAA inh – alpha-glucosidase (human) inhibition | purified human GAA, 4-MU-alpha-glucoside fluorescence | AID 1466 | actives 0.005% (n = 200,000) | Potency, µM (titrated, usually from 76.9 µM), inactives show top-dose activity change, negative = inhibition, most hits filed as inhibitors;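 also: plate controls were uninhibited enzyme wells for no effect and no-enzyme background for full effect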
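qHTS format, compound range up to 77 uM. Human lysosomal enzyme at 4 nM, 400 uM 4-MU glucoside substrate, pH 5.0, 20 min room temperature; fluorescence after alkaline stop gives activity normalized to controls.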
An asterisk follows results filed as active; ? = inconclusive; nt = not tested or not shown; & = joins results of further samples; [ ] = remark or other dose. Calls follow the shape of the dose curve; as a rule, active = well fitted curve in the direction sought with a large enough effect; inconclusive = small, poorly fitted or top-dose-only effect, or another doubt; inactive = no such curve, though single readings can be large; an effect the other way counts as inactive or inconclusive. Potency is read from the fitted curve at half-maximal effect.

SMILES	Tau fluor cs	GLA spleen mod	HTT cytoprotect	GAA spleen mod	Tau FP inhib	GAA glycogen	Tau fibril ThT	GAA inh
CCC(=O)Oc1ccc(C(=O)Nc2cccc(C(=O)NCC(C)C)c2)cc1	0%	6%	13%[10 µM]	5%	2%	11%	-5%	?
CCN1CCN(C(=S)NC(=O)/C=C/c2cccs2)CC1	0%	-5%	-33%[inhibitor]	0%	3%	-5%	2%	2%
Oc1ccc(Br)cc1/C=N/N1CCN(Cc2cccc3ccccc23)CC1	-21%	-1%	10%[10 µM]	-5%	9%	3%	-10%	nt
COc1cc(CC(=O)NCC2COc3ccccc3O2)cc(OC)c1OC (stereo not drawn)	-3%	11%	-7%	3%	3%	-3%	-6%	12%
COC(=O)c1ccccc1-c1ccc(/C=N/NC(=O)c2cc3ccccc3o2)o1	?	6%	-6%[10 µM]	-3%	?	-3%	-1%	-6%
CC(=O)c1ccc(NC(=O)Cn2c(=O)oc3cc(S(=O)(=O)N4CCCCC4)ccc32)cc1	-5%	nt	nt	nt	-1%	-6%[76.3 µM]	5%	nt
Cc1ccc2nc(CSc3nnc(Nc4ccccc4F)s3)cc(=O)n2c1	-14%	-3%	33%[1.9 µM]	-9%	4%	7%	-12%	-1%
CCOC(=O)C(C)c1n[nH]c(=O)c2ccccc12 (stereo not drawn)	8%	-5%	-27%[0.074 µM]	-7%	5%	8%	4%	4%
O=C(CCC(=O)c1ccc(F)cc1)Nc1cccc(S(=O)(=O)Nc2cccc(Cl)c2)c1	4%	-15%	4%[10 µM]	-6%	2%	-6%	1%	15%
COc1ccc(CCNC(=O)CCCCn2c(=O)c3ccccc3n(Cc3ccc(Cl)cc3)c2=O)cc1OC	-9%	nt	nt	nt	0%	12%[76.3 µM]	-15%	nt
COC(=O)c1c(C)[nH]c(C(=O)NCc2ccco2)c1C	3%	4%	-5%[10 µM]	5%	1%	1%	0%	-1%
O=C(NC(CC(=O)N1CCN(c2ccccc2)CC1)c1ccccc1)c1ccccc1Cl (stereo not drawn)	-3%	-6%	nt	-5%	3%	-3%	-11%	-10%
CC(Oc1ccccc1)C(=O)NC1C(=O)N2C(C(=O)O)C(C)(C)S[C@@H]12 (stereo partly drawn)	6%	-26%	nt	-9%	7%	nt	8%	nt
COc1ccc(C(=O)Nn2c(SCC(=O)NC3CCCC3)nc3ccccc3c2=O)cc1	-13%	-3%	-94%[inhibitor]	-2%	-8%	3%	-10%	3%
CCOC(=O)c1csc(NC(=O)c2ccc(S(=O)(=O)N(CC)CC)cc2)n1	-5%	?	14%[10 µM]	-10%	-2%	2%	-5%	-3%

6 successive compounds already listed, quoted:
SMILES	Tau fluor cs	GLA spleen mod	HTT cytoprotect	GAA spleen mod	Tau FP inhib	GAA glycogen	Tau fibril ThT	GAA inh
COc1ccc(CCNC(=O)CCCCn2c(=O)c3ccccc3n(Cc3ccc(Cl)cc3)c2=O)cc1OC	-9%	nt	nt	nt	0%	12%[76.3 µM]	-15%	nt
COC(=O)c1c(C)[nH]c(C(=O)NCc2ccco2)c1C	3%	4%	-5%[10 µM]	5%	1%	1%	0%	-1%
O=C(NC(CC(=O)N1CCN(c2ccccc2)CC1)c1ccccc1)c1ccccc1Cl (stereo not drawn)	-3%	-6%	nt	-5%	3%	-3%	-11%	-10%
CC(Oc1ccccc1)C(=O)NC1C(=O)N2C(C(=O)O)C(C)(C)S[C@@H]12 (stereo partly drawn)	6%	-26%	nt	-9%	7%	nt	8%	nt
COc1ccc(C(=O)Nn2c(SCC(=O)NC3CCCC3)nc3ccccc3c2=O)cc1	-13%	-3%	-94%[inhibitor]	-2%	-8%	3%	-10%	3%
CCOC(=O)c1csc(NC(=O)c2ccc(S(=O)(=O)N(CC)CC)cc2)n1	-5%	?	14%[10 µM]	-10%	-2%	2%	-5%	-3%

Next part.
SMILES	Tau fluor cs	GLA spleen mod	HTT cytoprotect	GAA spleen mod	Tau FP inhib	GAA glycogen	Tau fibril ThT	GAA inh
COc1ccc(-n2c(C)nn(C)c2=O)c(OC)c1	-2%	8%	-4%	1%	1%	-5%	-4%	-1%
Cc1cc(=O)[nH]c(S)c1C#N	-7%	-2%	-4%[10 µM]	5%	7%	-4%	-13%	2%[15.4 µM]
COc1ccc(OCC(O)CN2CCN(c3ccc(Cl)cc3)CC2)cc1 (stereo not drawn)	-23%	-1%	11%[10 µM]	10%	-6%	4%	?	nt
CC(=O)Nc1ccc(C(F)(F)F)cc1Cl	0%	-11%	9%[10 µM]	-10%	7%	-1%	1%	-3%
CC1CCCN(C(=O)COc2ccc(NC(=O)c3cccs3)cc2)C1 (stereo not drawn)	-14%	3%	nt	-3%	0%	4%	-14%	1%
Cc1cc(OCc2nc(-c3ccc(NC(=O)c4cccnc4)cc3)no2)ccc1Cl	-15%	3%	-25%	-20%	?	8%	?	-1%
CC(C)COc1ccc(C(=O)NC(Cc2c[nH]c3ccccc23)C(=O)NN)cc1 (stereo not drawn)	-15%	-13%	-6%[10 µM]	1%	14%	-4%	-14%	nt
CC(C)OC(=O)CSc1nnc(-c2ccc([N+](=O)[O-])cc2)o1	-5%	3%	nt	4%	1%	0%	?	4%
Cn1cc(CC(=O)Nc2cccc(C#N)c2)c2ccccc21	-17%	-7%	?	-3%	1%	-6%	-3%	-3%
COCCNC(=S)N(CCc1c(C)[nH]c2ccc(Cl)cc12)Cc1cccs1	8.9µM*[quencher]	-19%	-114%[inhibitor]	-5%	9%	-13%	-17%	-13%
CS/C(=N\S(=O)(=O)c1cccs1)Nc1ccc(F)cc1	-5%	2%	3%[10 µM]	-13%	2%	-4%	-6%	-22%
CCN(C(=O)CSc1nc2ccccc2c(=O)n1C(C)COC)C1CCS(=O)(=O)C1 (stereo not drawn)	-9%	-5%	-15%[10 µM]	3%	-13%	7%	-6%	5%
O=C(CSc1ncn(-c2ccccc2)n1)Nc1nc2ccccc2s1	?	4%	-5%	0%	?	-6%	?	-14%
COc1c(F)c(F)c(C(=O)Nc2ccc(-c3nc4ccccc4[nH]3)cc2)c(F)c1F	5%	5%	nt	-4%	-1%	-2%	18%	-1%
CCN(CC)S(=O)(=O)c1ccc(Cl)c(NC(=O)CSc2nnc(-c3cccs3)o2)c1	-1%	0%	11%[10 µM]	-2%	-1%	11%	7%	3%
COc1cc2cc3c4c(cc(OC)c(OC)c4c2cc1OC)CCN3C	13µM*[quencher]	?	-30%[inhibitor][1.9 µM]	16%	?	nt	10µM*	nt
CCCC(=O)N1CCN(S(=O)(=O)c2cc(Cl)ccc2OC)CC1	-1%	-8%	-22%	-5%	-1%	-4%	4%	-6%
CCN(CC)S(=O)(=O)c1cc(NC(=O)COC(=O)CCc2nc3ccccc3s2)ccc1C	?	12%	7%	5%	-1%	-12%	-5%	?
CC(=O)Oc1c(S(=O)(=O)c2ccccc2)c(C)nn1C(C)(C)C	5%	-4%	0%	-3%	1%	1%	1%	-9%
NCCSc1c(-c2ccc(F)cc2)[nH]c2ccccc12	?	4%	-4%[10 µM]	4%	14%	4%	-10%	nt
Cc1ccc(-n2c(=O)c3ccccc3n(CC(=O)Nc3cccc(C(F)(F)F)c3)c2=O)cc1	-20%	nt	nt	nt	?	4%[76.3 µM]	16%	nt
O=S(=O)(NCC1CCCO1)c1ccc(S(=O)(=O)N2CCCC2)cc1 (stereo not drawn)	-6%	7%	2%	0%	-4%	6%	-6%	-9%
O=C(/C=C/c1ccccc1)c1ccc(O)cc1	-21%	14%	-21%	-2%	7%	nt	?	nt
COc1cccc(NC(=O)c2ccc3snnc3c2)c1	-13%	-7%	-13%[10 µM]	-11%	-7%	2%	?	-11%
COc1ccc(-c2ncncc2-c2csc(C)n2)c(O)c1	-4%	-7%	1%[10 µM]	-8%	-3%	4%	-3%	?
COc1ccc(CN(Cc2ccccn2)C(=O)CN2C(=O)C(C)Oc3ccccc32)cc1 (stereo not drawn)	-22%	13%	-17%[10 µM]	-1%	3%	2%	-10%	12%
CCOc1cc(/C=N/NC(=O)C(=O)NC2CC2)cc(Br)c1O	-4%	5%	24%[10 µM]	5%	9%	16%	-19%	-2%
CC(C)CCNc1nc(N2CCCC2)c2c(c1C#N)CCN(C)C2	-20%	-5%	-5%	1%	-9%	11%	?	-5%
COc1ccc2cc(Br)ccc2c1CC(=O)NC(C)C	7%	3%	23%[10 µM]	5%	8%	0%	0%	6%
O=C(CSc1ccc(-c2ccco2)nn1)NCc1ccccc1	-11%	4%	13%[10 µM]	-3%	-8%	-3%	?	1%
COc1cc([N+](=O)[O-])cc(/C=N/NC(=O)c2cccnc2)c1O	-18%	8%	40%[10 µM]	-2%	6%	1%	?	nt
Cc1ccc(CNC(=O)/C=C/c2ccc(S(=O)(=O)NCc3ccco3)cc2)cc1	-14%	2%	42%[10 µM]	10%	-7%	-2%	4%	-3%
C/C(CCN1CCCCc2nc(C)c(C)cc21)=N\O[C@@H](C)c1cn([C@H](CO)Cc2ccccc2)nn1	-8%[11.6 µM]	-2%[17.5 µM]	10%&1%[10 µM]	0%[17.4 µM]	3%[11.6 µM]	-2%	-11%[11.5 µM]	5%

Complete entries, looked up by structure:
COc1cc([N+](=O)[O-])cc(/C=N/NC(=O)c2cccnc2)c1O in the list: Tau fluor cs = -18%; GLA spleen mod = 8%; HTT cytoprotect = 40%[10 µM]; GAA spleen mod = -2%; Tau FP inhib = 6%; GAA glycogen = 1%; Tau fibril ThT = ?; GAA inh = nt
CCOc1cc(/C=N/NC(=O)C(=O)NC2CC2)cc(Br)c1O in the list: Tau fluor cs = -4%; GLA spleen mod = 5%; HTT cytoprotect = 24%[10 µM]; GAA spleen mod = 5%; Tau FP inhib = 9%; GAA glycogen = 16%; Tau fibril ThT = -19%; GAA inh = -2%

Ordered by value in GAA glycogen (low to high): 3 from the list above
mol | GAA glycogen
O=C(NC(CC(=O)N1CCN(c2ccccc2)CC1)c1ccccc1)c1ccccc1Cl (stereo not drawn) | -3%
Oc1ccc(Br)cc1/C=N/N1CCN(Cc2cccc3ccccc23)CC1 | 3%
CCN(CC)S(=O)(=O)c1ccc(Cl)c(NC(=O)CSc2nnc(-c3cccs3)o2)c1 | 11%
